PAD4 inh = human PAD4 inhibitors, primary screen, biochemical, fluorescence polarization, 1536-well format; AID 485272, 2010; inhibition, % at 6.36 µM; recombinant PAD4, RCA probe fluorescence polarization; 0.41% of 330,000 active; Protein-arginine deiminase type-4 (Homo sapiens), Q9UM07;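 active = percent inhibition above a cutoff equal to the mean of all tested compounds plus 3 SD, cut at about 15% in these data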;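 also: 0% = PAD4 with RCA probe and DMSO and 100% = probe without PAD4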
Target sequence (Q9UM07 whole entry, looked up): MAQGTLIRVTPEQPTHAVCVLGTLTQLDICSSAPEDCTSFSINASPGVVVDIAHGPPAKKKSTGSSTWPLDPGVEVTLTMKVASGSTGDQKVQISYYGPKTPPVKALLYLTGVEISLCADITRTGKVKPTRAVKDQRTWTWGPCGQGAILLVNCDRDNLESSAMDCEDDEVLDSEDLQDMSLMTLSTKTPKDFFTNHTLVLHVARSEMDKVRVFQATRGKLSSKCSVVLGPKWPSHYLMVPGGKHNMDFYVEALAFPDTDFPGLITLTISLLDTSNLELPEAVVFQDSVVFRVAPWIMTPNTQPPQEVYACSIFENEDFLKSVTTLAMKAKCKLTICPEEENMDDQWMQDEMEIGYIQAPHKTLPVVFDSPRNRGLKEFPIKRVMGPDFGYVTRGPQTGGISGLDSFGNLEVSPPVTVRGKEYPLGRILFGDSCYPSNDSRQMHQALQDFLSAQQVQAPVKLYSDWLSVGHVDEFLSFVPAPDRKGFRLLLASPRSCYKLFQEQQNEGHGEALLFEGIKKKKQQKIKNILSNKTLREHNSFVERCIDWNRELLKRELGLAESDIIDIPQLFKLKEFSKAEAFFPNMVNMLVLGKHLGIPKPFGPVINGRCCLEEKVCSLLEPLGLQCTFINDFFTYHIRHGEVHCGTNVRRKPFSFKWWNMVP
PAFAH1B2 inh = PAFAH1B2 enzyme inhibitors, primary screen, biochemical, fluorescence polarization, human; inhibition, % at 3.39 µM; Platelet-activating factor acetylhydrolase IB subunit alpha2 (Homo sapiens), P68402; 1.2% of 340,000 active; AID 492953, 2010; recombinant PAFAH1B2, FP-rhodamine activity probe;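 active = inhibition above the mean of all tested compounds plus 3 SD, cut at about 24% in these data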;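 also: 0% = enzyme with DMSO and 100% = wells lacking PAFAH1B2; many of its hits are not listed in these tables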
PAFAH2 FP inh = PAFAH2 enzyme inhibitors, primary screen, biochemical, fluorescence polarization, human | recombinant PAFAH2, FP-rhodamine activity probe | inhibition, % at 3.39 µM | 0.99% of 340,000 active | AID 492956, 2010;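 active = inhibition above the mean over all tested compounds plus 3 SD, cut at about 30% in these data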;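 also: inhibitors block probe labeling of enzyme so polarization drops; 0% = enzyme with DMSO and 100% = wells lacking PAFAH2 protein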
pPAFAH FP inh = pPAFAH enzyme inhibitors, primary screen, biochemical, fluorescence polarization, human; Platelet-activating factor acetylhydrolase (Homo sapiens), Q13093; recombinant pPAFAH, FP-rhodamine probe fluorescence polarization; inhibition, % at 3.39 µM; 1.5% of 330,000 active;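 active = inhibition above the mean inhibition across the screen plus 3 SD, cut at about 25% in these data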;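 also: inhibitors block binding of the rhodamine activity-based probe so polarization drops; 0% = enzyme with DMSO and 100% = wells lacking pPAFAH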
GSTO1 counter = inhibitors of recombinant GSTO1, primary screen, counter-screen for RBBP9 inhibitor project, biochemical, fluorescence polarization; Glutathione S-transferase omega-1 (Homo sapiens), P78417; activity-based probe fluorescence polarization; inhibition, % at 5.96 µM; 1.1% of 300,000 active;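 active = inhibition above the campaign mean inhibition plus 3 SD, cut at about 35% in these data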;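 also: 0% = GSTO1-1 with DMSO and 100% = wells lacking GSTO1-1 enzyme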
PME-1 inh = PME-1 inhibitors via competitive probe labeling, primary screen, biochemical, fluorescence polarization, FP-Rh probe, HTS; recombinant PME-1; inhibition, % at 5.9 µM; 0.53% of 320,000 active; Protein phosphatase methylesterase 1 (Homo sapiens), Q9Y570; AID 2130, 2009;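 active = inhibition above the campaign mean of all compounds plus 3 SD, cut at about 26% in these data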;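 also: competitive labeling of PME-1 active site by serine hydrolase directed probe; 0% = PME-1 with DMSO and 100% = wells lacking PME-1 enzyme; inhibitors block probe labeling so polarization falls and inhibition rises; many of its hits are not listed in these tables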
PAFAH1B3 FP inh = PAFAH1B3 enzyme inhibitors, primary screen, biochemical, fluorescence polarization, human. 0.28% of 340,000 active. inhibition, % at 3.39 µM. Platelet-activating factor acetylhydrolase IB subunit alpha1 (Homo sapiens), Q15102. recombinant PAFAH1B3, FP-rhodamine probe. AID 492972, 2010;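 active = inhibition above the screen-wide average of all tested compounds plus 3 SD, cut at about 25% in these data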;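 also: 0% = enzyme with DMSO only and 100% = wells lacking PAFAH1B3 protein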
Fam108B counter = mouse Fam108B serine hydrolase inhibitors, primary screen, counter-screen for RBBP9 inhibitor project, biochemical, fluorescence polarization | 0.33% of 300,000 active | recombinant Fam108B, FP-Rh probe fluorescence polarization | inhibition, % at 9.51 µM;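 active = inhibition above the screen mean inhibition plus 3 SD, computed separately per campaign, cut at about 18% in these data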;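 also: inhibitors lower polarization as less probe binds the enzyme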
LYPLA1 counter = LYPLA1 inhibitors, primary screen, counter-screen for PME1 inhibitor project, biochemical, fluorescence polarization, FP-Rh probe ABPP | recombinant LYPLA1 | inhibition, % at 5.9 µM | 0.16% of 320,000 active;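 active = inhibition above the mean of all tested compounds plus 3 SD, set per campaign, cut at about 14% in these data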;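 also: inhibitors block serine hydrolase probe labeling of LYPLA1 so polarization falls; 0% = enzyme with DMSO and 100% = wells lacking LYPLA1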
Target sequence (O75608 whole entry, looked up): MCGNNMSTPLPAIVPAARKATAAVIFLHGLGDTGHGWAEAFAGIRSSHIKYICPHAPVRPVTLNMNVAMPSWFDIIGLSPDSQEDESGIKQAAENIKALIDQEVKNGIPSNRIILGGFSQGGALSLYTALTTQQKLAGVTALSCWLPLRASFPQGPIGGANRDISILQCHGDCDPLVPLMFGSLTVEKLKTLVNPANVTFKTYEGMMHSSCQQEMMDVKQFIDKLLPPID
Numbers without * were called inactive; / = no result given. This is a subset (hit frequency here may not be typical).

Order of results: PAD4 inh	PAFAH1B2 inh	PAFAH2 FP inh	pPAFAH FP inh	GSTO1 counter	PME-1 inh	PAFAH1B3 FP inh	Fam108B counter	LYPLA1 counter
> O=C(COc1ccccc1F)Nc1ccc2c(c1)OCCO2
→ 2	7	3	4	-1	-6	5	2	1
> O=S(=O)(NCCc1ccccc1)c1ccc(Cl)nc1
→ 0	8	3	-5	18	-4	-3	2	-3
> COc1ccc(CC(=O)OCC(=O)N2CCCc3ccccc32)cc1OC
→ -1	1	1	2	14	-6	7	3	1
> COc1cccc(-n2c(SCc3c(C)noc3C)nnc2-c2cccc(S(=O)(=O)N(C)C)c2)c1
→ -6	3	3	6	-1	6	-6	5	0
> Cc1ccc(-c2cc(C(=O)N3CCOCC3)c3ccccc3n2)o1
→ -3	2	1	4	/	/	6	/	/
> CCC(Sc1nc2ccsc2c(=O)n1Cc1ccc(C(=O)O)cc1)C(=O)Nc1ccc(C)c(Cl)c1 (centres undefined)
→ -2	-5	-8	-2	-29	-7	-12	-8	-11
> CCN(CC)S(=O)(=O)N1CCC(C(=O)NCc2ccc3c(c2)OCO3)CC1
→ -6	4	-2	2	4	2	9	5	-1
> Cc1nnc(C)n1/N=C/c1ccccc1
→ -1	5	3	-1	2	-3	8	2	-2
> CCOc1ccc(-n2c(N)c(C(=O)NCc3ccco3)c3nc4ccccc4nc32)cc1
→ -15	1	6	9	11	-2	7	2	-4
> COc1ccc(Cl)cc1S(=O)(=O)N(C)CC(=O)N1CCCC1
→ -1	-4	0	4	1	13	7	0	-4
> CCCCN(C(=O)C1CC(=O)N(Cc2ccc(C)cc2)C1)c1c(N)n(CC(C)C)c(=O)[nH]c1=O (centres undefined)
→ 2	7	4	-4	1	-3	0	-2	-3
> Cc1ccc(NC(=O)CN2C(=O)N/C(=C/c3ccc(C)o3)C2=O)cc1
→ -6	1	13	23	5	1	3	-2	-6
> COCCNC(=O)C(c1ccncc1)N(C(=O)c1sc(C)nc1C)c1cccc(C)c1 (centres undefined)
→ 0	4	2	2	1	-7	0	-3	5
> COc1ccc(/C=N/n2c(SC)nnc(C(C)(C)C)c2=O)cc1OC
→ -1	0	-4	0	-2	1	7	1	1
> CCOC(=O)C1CCN(C(=O)CN(c2ccc(OC)cc2)S(=O)(=O)c2c(C)noc2C)CC1
→ 0	2	-3	4	2	6	6	5	-1
> COc1ccc(C(=O)CCN2CCN(c3ccccc3F)CC2)cc1
→ 1	4	-2	4	-3	-5	1	3	0
> CC(=O)NCCNC(=O)[C@H](Cc1ccccc1)NC(=O)c1cccs1
→ 1	1	-9	4	0	-10	3	1	1
> Fc1ccc(CSc2ncnc3sc4c(c23)CCCC4)cc1
→ 5	-1	3	1	2	3	1	-3	-4
> COC(=O)c1c(C)oc2ccc(N(C(=O)c3ccncc3)S(=O)(=O)c3ccccc3)cc12
→ -3	-2	-1	17	6	-5	3	-3	1
> COc1ccc(N(CC(=O)NC2CCCCC2)C(=O)c2ccc(C)s2)c(OC)c1
→ 1	-1	-1	1	1	-1	6	-5	-1

Part of the list above, with tabs:
SMILES	PAD4 inh	PAFAH1B2 inh	PAFAH2 FP inh	pPAFAH FP inh	GSTO1 counter	PME-1 inh	PAFAH1B3 FP inh	Fam108B counter	LYPLA1 counter
COc1cccc(-n2c(SCc3c(C)noc3C)nnc2-c2cccc(S(=O)(=O)N(C)C)c2)c1	-6	3	3	6	-1	6	-6	5	0
Cc1ccc(-c2cc(C(=O)N3CCOCC3)c3ccccc3n2)o1	-3	2	1	4	/	/	6	/	/
CCC(Sc1nc2ccsc2c(=O)n1Cc1ccc(C(=O)O)cc1)C(=O)Nc1ccc(C)c(Cl)c1 (centres undefined)	-2	-5	-8	-2	-29	-7	-12	-8	-11
CCN(CC)S(=O)(=O)N1CCC(C(=O)NCc2ccc3c(c2)OCO3)CC1	-6	4	-2	2	4	2	9	5	-1
Cc1nnc(C)n1/N=C/c1ccccc1	-1	5	3	-1	2	-3	8	2	-2

Filtered by structure, those above containing a furan ring, fused or not (four)
Order of results: PAD4 inh	PAFAH1B2 inh	PAFAH2 FP inh	pPAFAH FP inh	GSTO1 counter	PME-1 inh	PAFAH1B3 FP inh	Fam108B counter	LYPLA1 counter
> Cc1ccc(-c2cc(C(=O)N3CCOCC3)c3ccccc3n2)o1
→ -3	2	1	4	/	/	6	/	/
> CCOc1ccc(-n2c(N)c(C(=O)NCc3ccco3)c3nc4ccccc4nc32)cc1
→ -15	1	6	9	11	-2	7	2	-4
> Cc1ccc(NC(=O)CN2C(=O)N/C(=C/c3ccc(C)o3)C2=O)cc1
→ -6	1	13	23	5	1	3	-2	-6
> COC(=O)c1c(C)oc2ccc(N(C(=O)c3ccncc3)S(=O)(=O)c3ccccc3)cc12
→ -3	-2	-1	17	6	-5	3	-3	1

Next part:
Order of results: PAD4 inh	PAFAH1B2 inh	PAFAH2 FP inh	pPAFAH FP inh	GSTO1 counter	PME-1 inh	PAFAH1B3 FP inh	Fam108B counter	LYPLA1 counter
> O=C(Nc1ccccc1Cl)C1CC(=O)N(c2ccccc2)C1 (centres undefined)
→ 2	/	/	5	5	1	/	-1	2
> COc1ccc(S(=O)(=O)NCCOc2ccc(Cl)cc2)cc1
→ -3	20	-1	-2	/	4	9	/	-3
> N#Cc1ccccc1Sc1ccccc1C(=O)NCC(c1ccco1)N1CCCCC1 (centres undefined)
→ -4	-1	3	4	/	-2	4	/	-1
> CCc1ccccc1NC(=O)CNC(=O)CSC(=S)N1CCCC1
→ -2	0	-10	-3	/	4	-2	/	-1
> COc1ccc(/C=C(/NC(=O)c2ccccc2)C(=O)N2CCCCC2)cc1OC
→ 0	1	4	-2	5	1	7	-1	1
> O=[N+]([O-])c1ccc(Oc2cccc3cccnc23)c([N+](=O)[O-])c1
→ -17	3	4	-1	17	-3	-5	8	-4
> CCOC(=O)C1(Cc2ccccc2)CCN(Cc2cccn2-c2cccnc2)CC1
→ -3	8	-2	3	8	2	6	3	1
> COc1ccc(C(=O)Nc2ccc(S(=O)(=O)Nc3cc(C)nc(C)n3)cc2)cc1OC
→ -5	2	3	0	-6	5	4	-4	1
> CCN(CC(=O)Nc1c(F)cccc1F)C(=O)Cc1ccc2c(c1)CCC2
→ 0	-1	-4	6	6	2	0	2	1
> COC(=O)C1(O)CC(C(C)C)=NN1C(=O)c1ccccc1 (centres undefined)
→ -1	3	-1	2	4	4	3	2	-3
> O=C(Nc1ccccc1)c1cc(-c2ccccc2Cl)no1
→ -11	5	-2	-9	-13	-9	3	-13	-8
> COc1ccc2c(c1)C(NC(C)=O)C(=O)N2CCc1ccccc1 (centres undefined)
→ -1	5	-3	6	-4	-1	-1	-1	0
> C(=N\Nc1ccc2nncn2n1)/c1ccco1
→ 1	-1	-1	-2	-6	3	4	0	-1
> Cc1cc(C=C2C(=O)c3ccccc3C2=O)c(C)n1-c1ccc(C(=O)O)cc1
→ -3	2	19	6	-31	-2	7	4	4
> O=C(CN1CCN(c2ccc(O)cc2)CC1)N(C1CC1)C1CCS(=O)(=O)C1 (centres undefined)
→ 2	3	-2	4	/	-7	3	/	1
> S=C(NC1CC1)SCc1ccco1
→ -2	0	3	-1	/	1	-5	/	1
> O=C(COc1cccnc1[N+](=O)[O-])N1CCN(S(=O)(=O)c2ccc3ccccc3c2)CC1
→ -2	-1	-3	4	7	8	0	2	-1
> O=C(O)CCCCNCc1ccccc1
→ 2	-4	-15	-1	5	10	5	-4	-2
> Cc1cc(OCC(=O)c2ccc(Br)cc2)ccc1N1C(=O)CCC1=O
→ -4	9	19	-2	4	-4	0	-5	0
> O=C(NCC1CCCO1)c1ccccc1NS(=O)(=O)c1cccs1 (centres undefined)
→ -3	6	2	0	6	-1	0	4	-2
> CC(C)(C)c1ccc(C(=O)c2c[nH]c(C(=O)NCc3ccco3)c2)cc1
→ 1	3	-5	-2	4	-1	-3	5	1
> COc1ccc(/C=N/NC(=O)C(=O)N2CCCC2)cc1
→ 5	6	2	0	-1	-3	7	-4	-1
> COc1ccc(NC(C)=O)cc1NC(=O)CN1CCN(C(=O)c2ccco2)CC1
→ -2	4	-3	7	33	5	-7	-3	0
> CCN1CCN(Cc2c(O)ccc3c(=O)c(-c4ccccc4OC)coc23)CC1
→ 0	0	1	-1	7	-4	11	-2	-1
> CC(C)CCNC(=O)c1cc2c(=O)n3ccccc3nc2s1
→ 0	8	1	-3	-11	-7	1	-4	-2
> CCN(CC(=O)Nc1ccc(NC(C)=O)cc1)C(=O)c1cc2c(s1)CCCCC2
→ 1	2	-1	2	/	-3	-1	/	-2
> CCC(CC)C(=O)Nc1cccc(S(=O)(=O)c2cccc(NC(=O)C(CC)CC)c2)c1
→ 3	-5	-4	-2	-4	-1	-1	-1	1
> CC(CC1C(C#N)=C(N)SC(N)=C1C#N)c1ccccc1 (centres undefined)
→ -14	0	-22	3	-53	-1	-21	-8	-4
> Cc1c(N(C)S(=O)(=O)c2cc(C(=O)N3CCCC3)ccc2Cl)c(=O)n(-c2ccccc2)n1C
→ 1	-5	6	-5	-5	-5	2	0	0
> COc1cc(CNc2nnnn2C)ccc1OCc1c(F)cccc1Cl
→ 0	7	3	4	2	-9	10	0	5
> COCCNC(=O)c1cc(-c2ccccn2)nc2ccc(S(=O)(=O)N3CCC(C)CC3)cc12
→ -1	1	-2	3	4	7	-4	1	-3
> COc1ccc2oc(C(=O)OC(C)C(=O)Nc3ccc(N4CCOCC4)cc3)c(C)c2c1 (centres undefined)
→ 0	0	3	5	/	6	13	/	-3
> CCC(C)NC(=O)C1c2ccccc2Oc2ccccc21 (centres undefined)
→ 4	3	-4	3	2	0	2	-2	4
> Cc1c(NC(=O)CCC2CCCCC2)c(=O)n(-c2ccccc2)n1C
→ 0	1	3	-1	5	-1	8	13	-1
> CC1=C(C(=O)OCC(C)C)C(c2cccc(F)c2)N2C(=O)C(C)SC2=N1 (centres undefined)
→ 0	7	-3	-3	-11	-6	1	-6	1
> O=C(NCc1cccc(Cl)c1)c1ccc2nc(N3CCOCC3)sc2c1
→ 1	1	5	6	5	0	0	-5	-6
> O=C(CCC(=O)OCC(=O)c1ccccc1)Nc1cccc2cccnc12
→ 0	-2	1	-3	2	8	6	-4	1
> COCCCNC(=S)Nc1ccc(S(=O)(=O)Nc2cc(OC)nc(OC)n2)cc1
→ 0	-2	-2	1	-3	8	3	1	-2
> O=c1cc(O)c2ccccc2n1Cc1ccccc1Cl
→ 0	0	6	-1	9	0	1	1	-3

Screens: PubChem, The Scripps Research Institute Molecular Screening Center
